# Wnt act – Wnt/beta-catenin pathway activation | Wnt/beta-catenin reporter cell assay, activator, plate reader | activation, % at 9.35 µM | actives 1.2% (n = 300,000) | AID 743398; in the data active = activation above about 30%, passing the limit was not always enough; inconclusive = no clear call, values can overlap the other calls;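 note: 0% = neutral control wells and 100% = positive control wells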
# RTF Ca sens act – increases calcium sensitivity of human cardiac regulated thin filaments. IANBD-labeled TnC RTF fluorescence at EC20 calcium; 0% EC20 calcium, 100% full calcium. activation, % at 7.2 µM. P19429+P45379. AID 493008. actives 0.24% (n = 340,000);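 active = activation above the mean over all tested compounds plus 3 SD, cut at about 30% in these data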;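 note: rise in fluorescence read as greater calcium sensitivity of cardiac thin filaments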
# CDK5 inh – inhibitors of human CDK5/p35 kinase | Recombinant CDK5/p35, ADP-Glo luminescence, 60 min | inhibition, % at 10 µM | actives 0.01% (n = 330,000);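 active = highest replicate inhibition of at least 50% and at least 75% of replicates reaching 50%; inconclusive = only one of the two criteria met; inactive = both criteria failed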;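 note: plate controls were DMSO neutral control for no effect and GW8510 at 10 µM for full effect; many of its hits are not listed in these tables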
# PvdQ acylase – blocks Pseudomonas aeruginosa PvdQ acylase activity. AID 488965. purified PvdQ acylase, fluorescence plate reader. actives 0.063% (n = 340,000). inhibition, % at 10 µM; in the data active = inhibition above about 30%, passing the limit was not always enough; inconclusive = no clear call, values can overlap the other calls;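 note: 0% = vehicle neutral wells and 100% = reference inhibitor wells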
# dFosB act – mouse delta FosB homodimer activation. P13346. purified delta FosB, TAMRA-CDK5 oligo fluorescence polarization; percent of positive-control signal above neutral wells. activation, % at 25 µM. actives 0.99% (n = 340,000);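 active = mean activation above about 17%, with every replicate also reaching it, limit read from the data, passing the limit was not always enough; inconclusive = only one of the two conditions met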;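 note: fluorescence polarization rise as delta FosB binds a TAMRA Cdk5 AP-1 oligo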
# Target sequence (P13346 whole entry, looked up): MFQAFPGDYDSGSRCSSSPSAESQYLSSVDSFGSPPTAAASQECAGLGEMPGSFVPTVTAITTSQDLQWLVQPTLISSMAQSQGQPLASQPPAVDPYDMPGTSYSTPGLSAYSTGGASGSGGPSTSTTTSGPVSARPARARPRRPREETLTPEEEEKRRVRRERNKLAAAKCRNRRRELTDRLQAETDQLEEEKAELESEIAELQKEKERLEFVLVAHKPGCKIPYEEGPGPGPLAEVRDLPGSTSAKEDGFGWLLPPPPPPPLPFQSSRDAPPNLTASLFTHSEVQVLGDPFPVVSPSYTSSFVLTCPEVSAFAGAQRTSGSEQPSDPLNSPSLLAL
# MITF TRPM1 HTS – activators of MITF-driven TRPM1 promoter activity in SK-MEL-5 cells. SK-MEL-5 TRPM1-promoter luciferase, 24 h; % of positive control, neutral wells = 0. activation, % at 12.5 µM. actives 0.75% (n = 300,000);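 active = mean activation of at least 80% with every replicate also reaching 80%; inconclusive = mean reaches 80% but some replicate falls short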;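 note: 0% = neutral control wells and 100% = parthenolide positive control wells; values of inactives mirror those of a sister screen read the other way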
# SR-BI DiI-HDL act – activators of SR-BI mediated HDL lipid uptake; CHO ldlA[mSR-BI] cells, DiI-HDL uptake fluorescence, 3 h; 100 = double the neutral-control signal; activation, % at 12.5 µM; actives 0.096% (n = 320,000); AID 504775;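 active = mean replicate activation of at least 60% and every replicate at or above 60%; inconclusive = mean or all-replicate condition met, but not both; inactive = mean below 60% and not all replicates reaching 60%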;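 note: 0% = median plate neutral-control signal and 100% = twice that signal; values of inactives mirror those of a sister screen read the other way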
#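 Material: SR-BI-overexpressing, LDLR-lacking CHO cells; schedule: compound exposure 3 h, 37 °C; reagent: DiI-labelled HDL at 10 µg/mL final; technique: bottom-read fluorescence, 550/595 nm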
# SR-BI DiI inh – inhibitors of mouse SR-BI mediated HDL lipid uptake | Q61009 | ldlA[mSR-BI] CHO cells, DiI-HDL uptake fluorescence, 3 h | inhibition, % at 12.5 µM | actives 0.96% (n = 320,000) | AID 488896;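 active = mean replicate inhibition of at least 70% and a set share of replicates each scoring 70 or more; inconclusive = meets just one of the two criteria; inactive = fails both criteria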;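 note: 0% = median of neutral control wells and 100% = median of positive control wells; values of inactives mirror those of a sister screen read the other way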
# Rtt109 HAT inh – C. albicans Rtt109 histone acetyltransferase inhibition; Q5AAJ8; purified Rtt109/Vps75, ThioGlo CoA-SH fluorescence, 4 h; inhibition, % at 34.9 µM; actives 0.16% (n = 330,000); AID 540336;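 active = inhibition of at least 50% in every replicate; inconclusive = best replicate reaches 50% inhibition but some replicates fall short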
# Target sequence (Q5AAJ8 whole entry, looked up): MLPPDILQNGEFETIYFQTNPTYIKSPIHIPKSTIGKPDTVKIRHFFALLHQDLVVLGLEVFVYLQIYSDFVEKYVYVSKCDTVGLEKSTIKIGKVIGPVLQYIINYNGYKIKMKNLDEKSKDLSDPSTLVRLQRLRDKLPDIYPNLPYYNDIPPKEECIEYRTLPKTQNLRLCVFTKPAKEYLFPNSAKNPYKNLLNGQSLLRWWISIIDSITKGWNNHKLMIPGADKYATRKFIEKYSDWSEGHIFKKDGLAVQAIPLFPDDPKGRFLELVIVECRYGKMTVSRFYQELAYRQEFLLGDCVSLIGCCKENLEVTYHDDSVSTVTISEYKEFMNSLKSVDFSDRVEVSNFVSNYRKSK
# HTR5A ag ctr – HTR5A agonism, opioid heterodimer counter-screen. P47898. actives 0.61% (n = 340,000). HTR5A agonist assay, luminescence, cell-based. activation, % at 9.3 µM. AID 504692; in the data active = activation mostly above about 9.5%, no sharp cut-off; inactive = mostly below about 7.6%;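 note: 0% = cells with vehicle only and 100% = reference agonist; strong numbers were not always called active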
# Target sequence (P47898 whole entry, looked up): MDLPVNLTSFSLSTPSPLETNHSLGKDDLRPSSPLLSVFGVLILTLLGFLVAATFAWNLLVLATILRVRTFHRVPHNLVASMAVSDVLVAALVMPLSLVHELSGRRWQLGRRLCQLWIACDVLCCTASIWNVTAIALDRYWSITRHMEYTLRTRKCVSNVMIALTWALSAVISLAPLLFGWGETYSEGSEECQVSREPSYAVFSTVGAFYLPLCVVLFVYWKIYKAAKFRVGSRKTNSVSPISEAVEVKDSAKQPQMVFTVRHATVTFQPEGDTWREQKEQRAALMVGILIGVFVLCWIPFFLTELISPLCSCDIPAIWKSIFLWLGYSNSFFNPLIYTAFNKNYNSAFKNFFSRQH
# Starred values were filed as active, the others as inactive; ? = inconclusive; . = not tested or not shown. Compounds as they come; overall some 4.4% were active at least once.
SMILES,Wnt act,RTF Ca sens act,CDK5 inh,PvdQ acylase,dFosB act,MITF TRPM1 HTS,SR-BI DiI-HDL act,SR-BI DiI inh,Rtt109 HAT inh,HTR5A ag ctr
CCc1nn(CC(=O)O)c(=O)c2ccccc12,-0.6,10.1,-0.4,-8.6,1.5,12.7,8.4,-8.4,-4.4,0.7
CC(C)Cc1ccc(C(=O)NCc2ccc3c(c2)OCO3)o1,0.6,0.6,-1.1,-16.4,-4.9,.,-4.4,4.4,3.9,2.9
CC1CC(=O)N(CC(=O)Nc2cccc(Cl)c2)c2ccccc2S1(=O)=O (stereo not given),-0.4,2.9,.,-14.6,-5.2,21.0,5.7,-5.7,-7.4,-5.6
Cc1ccc(OCC(=O)N/N=C/c2ccc3c(c2)OCO3)cc1C,-0.2,0.0,0.8,-14.4,?,8.7,2.5,-2.5,3.1,-1.2
CCn1c(=O)cc(SCC(=O)NCCN2CCN(Cc3ccccc3)CC2)c2ccccc21,.,-1.2,-2.9,-6.6,-9.0,11.4,-43.6,43.6,-2.6,-0.8
N#Cc1ccc(OS(=O)(=O)c2ccc(-c3ccon3)s2)cc1,-1.6,-5.7,1.4,-0.8,-6.3,24.4,-5.2,5.2,7.5,-5.6
CC(=O)Nc1ccc(S(=O)(=O)N2CC3(C)CC2CC(C)(C)C3)cc1 (stereo not given),-1.1,0.2,1.6,-9.5,-8.7,-2.0,-0.4,0.4,-4.4,-2.6
C=CCOC(=O)C(C(=O)Cc1ccccc1)c1ccccc1 (stereo not given),3.8,4.5,1.9,-16.2,-1.7,9.3,8.3,-8.3,-3.2,0.6
COC(=O)c1cn(C(=O)c2ccc(OC)cc2)c2ccccc12,8.5,-2.9,-0.1,-4.6,-7.3,12.7,-63.1,63.1,-0.8,-3.2
COC(=O)c1ccc(N2NC(=O)/C(=C/c3ccc(OC)c(OC)c3)C2=O)cc1,-0.3,-4.8,1.1,-6.0,0.1,-2.5,12.4,-12.4,-4.3,-5.8
O=[N+]([O-])c1cc([N+](=O)[O-])c(Oc2cc(Cl)ccc2Cl)cc1NC1CCCCCCC1,-9.3,4.1,-2.3,-9.0,-9.0,-4.0,10.0,-10.0,2.6,-3.4
CCC(=O)N1N=C(c2ccc(C)o2)CC1c1ccc(OC)cc1 (stereo not given),-0.6,10.0,-0.2,-17.1,-11.2,9.7,-29.5,29.5,-3.9,-4.0

# Single records, as listed above. Order of screens: Wnt act, RTF Ca sens act, CDK5 inh, PvdQ acylase, dFosB act, MITF TRPM1 HTS, SR-BI DiI-HDL act, SR-BI DiI inh, Rtt109 HAT inh, HTR5A ag ctr
# COC(=O)c1ccc(N2NC(=O)/C(=C/c3ccc(OC)c(OC)c3)C2=O)cc1 in the list: -0.3, -4.8, 1.1, -6.0, 0.1, -2.5, 12.4, -12.4, -4.3, -5.8
# C=CCOC(=O)C(C(=O)Cc1ccccc1)c1ccccc1 (stereo not given) in the list: 3.8, 4.5, 1.9, -16.2, -1.7, 9.3, 8.3, -8.3, -3.2, 0.6

# (continued)
SMILES,Wnt act,RTF Ca sens act,CDK5 inh,PvdQ acylase,dFosB act,MITF TRPM1 HTS,SR-BI DiI-HDL act,SR-BI DiI inh,Rtt109 HAT inh,HTR5A ag ctr
Cc1ccc(CNC(=O)C2CC(c3ccccc3F)=NO2)cc1 (stereo not given),0.1,1.2,-1.0,-6.0,7.9,-1.8,20.7,-20.7,4.7,0.6
O=C(CSc1nnc2ccc(-c3ccccc3)nn12)NCC1CCCO1 (stereo not given),-0.5,1.2,0.3,-3.8,-10.2,5.7,.,.,1.3,2.9
CCOc1ccccc1CN1CCC(N2CCC(C(=O)NC3CC3)CC2)CC1,-0.1,-0.1,0.8,-14.9,-7.8,7.4,9.6,-9.6,0.1,-0.3
COc1ccccc1CNC(=O)CCC(=O)N1Cc2cccc(OC)c2Oc2ncccc21,-0.7,-2.9,-3.6,-17.6,-3.2,-0.5,-5.7,5.7,5.2,2.2
CNC(=S)N/N=C/c1cc(Br)cc(Br)c1O,2.6,0.1,0.8,-14.5,-1.6,-1.1,-3.5,3.5,-23.3,0.9
Cc1cc(C)c(C#N)c(SCC(=O)N(CC(C)C)C2CCS(=O)(=O)C2)n1 (stereo not given),4.0,-8.1,-0.3,-16.8,2.7,6.9,-6.3,6.3,-7.5,-2.3
C=CCOn1c(=O)c(-c2ccccc2)[n+]([O-])c2ccccc21,2.2,6.8,-0.2,-1.5,2.0,-0.5,11.1,-11.1,-1.7,-1.7
CCOC(=O)C1=C2SCCN2C(=O)C(C#N)C1(C)C (stereo not given),.,-3.2,0.1,-8.0,-1.9,.,-5.9,5.9,3.9,4.2
Cc1cc(C)nc(Sc2nc(Cl)nc(N(c3ccccc3)c3ccccc3)n2)n1,-6.4,-0.7,1.5,-3.8,0.3,-10.0,-5.1,5.1,78.7*,-0.6
O=C(NOCc1ccccc1)c1coc(-c2ccccc2)n1,0.5,-0.9,13.3,6.0,-9.1,7.1,-6.0,6.0,-4.7,-0.5
CCOC(=O)C1CN(S(C)(=O)=O)c2cc(CC(=O)OC)ccc2O1 (stereo not given),-12.4,6.5,1.1,-18.7,-4.8,4.8,11.0,-11.0,-2.4,-0.3
O=C(/C=C/c1ccccc1Cl)NCc1cccs1,?,-5.2,-0.7,0.3,1.7,67.1,-16.0,16.0,-4.1,-5.4
COc1ccc(CNC(=O)CN2CCN(S(=O)(=O)c3ccccc3)CC2)cc1,-0.3,-1.2,-0.5,-11.2,-1.0,-6.4,15.3,-15.3,10.1,2.0
O=C(CS(=O)(=O)c1cn(CC(=O)N2CCCC2)c2ccccc12)Nc1ccccc1F,-2.4,-6.5,-2.4,-7.4,-1.5,11.3,-17.9,17.9,3.4,0.0
COc1ccc(CC(=O)NNC(=S)Nc2ccc(Br)cc2)cc1,.,1.4,-0.2,-13.9,-3.5,.,2.1,-2.1,13.2,-6.7
O=C(Nc1ccc(F)cc1)C1C(c2ccccc2)C1(Cl)Cl (stereo not given),.,1.1,-8.6,-30.6,-7.4,9.1,-8.7,8.7,-2.2,-1.6
CSc1n[nH]c2nc3c(c(=O)n12)C1(CCCC1)Cc1ccccc1-3,-2.8,6.7,-4.2,-8.2,-4.6,-14.1,-13.9,13.9,-11.3,-2.3
COC(=O)CN1C(c2cccc(Cl)c2)=Nc2ccc(Cl)cc2C1c1ccccc1 (stereo not given),-2.5,7.8,1.8,5.3,-1.1,-1.6,2.3,-2.3,-6.2,-1.2
Cc1ccc(CNC(=O)COC(=O)c2ccc(Br)o2)cc1,-2.4,-4.1,0.8,-9.2,9.5,7.3,29.7,-29.7,-3.3,4.6
O=C(Nc1cnn(Cc2ccccc2)c1)c1nc2ncccn2n1,.,-2.4,0.5,-9.2,11.5,25.5,14.0,-14.0,-1.1,1.7
COc1ccc2cc(C#N)c(SCC(=O)NNC(=O)Cc3ccccc3)nc2c1,-4.3,-2.1,-1.1,-17.2,68.2*,11.1,-14.2,14.1,-3.2,-1.9
CC1(C)Nc2ccccc2C(=O)N1NS(=O)(=O)c1ccccc1,-2.4,7.2,0.7,-14.9,-1.3,-1.7,4.4,-4.4,-47.1,4.2
CCOc1ccccc1NC(=O)CCCN1C(=S)NC(C)(C)CC1C (stereo not given),-3.9,4.1,-0.9,-0.2,4.6,-5.5,-21.9,21.9,-9.4,0.7
COc1cccc(/C=C(/C(=O)OCC(=O)NC2CCCCCCC2)c2ccccc2)c1,-39.1,-1.9,0.3,-0.2,-3.5,2.5,0.4,-0.4,20.5,1.8
O=C(CSc1n[nH]c(-c2cccs2)n1)N1CCN(S(=O)(=O)c2ccccc2)CC1,.,-0.7,0.3,-1.3,-11.1,.,38.5,-38.5,-9.8,5.4
CCOC(=O)c1sc(NC(=O)CSc2nnnn2-c2ccc(C)cc2C)nc1C,.,-0.3,0.8,-13.2,13.7,4.5,8.5,-8.5,-1.7,5.4
COc1ccc(NC(=O)CN(C)CC(=O)NC2CCC(C)CC2)cc1 (stereo not given),-0.1,2.5,-0.9,-13.9,-10.3,0.1,29.6,-29.6,-3.6,1.3
O=c1cc(CSc2ccccc2)[nH]c2ccccc12,0.5,-7.0,1.3,0.2,8.8,-2.4,0.7,-0.7,18.4,-0.6
CCC(=O)Nc1ccc(Br)c(Cl)c1,.,1.5,0.6,3.1,-4.1,1.6,13.1,-13.1,-17.8,-0.6
Cc1ccccc1CSc1nnc(-c2cccs2)n1Cc1ccco1,-2.5,-2.5,-1.4,-12.8,-4.6,1.2,-24.6,24.6,0.9,-0.9
Cc1cccc(-n2cnc3sc(C)c(C)c3c2=O)c1,3.6,-6.8,-0.1,-2.1,1.8,.,-1.2,1.2,-11.4,0.5
Clc1ccc(N/N=C/c2cccnc2)cc1,.,0.8,0.5,-2.6,-2.6,?,6.3,-6.3,-2.6,-0.2
O=C(COc1ccccc1Cl)NCCCNC(=O)c1ccco1,-1.3,1.3,-2.5,-6.6,-2.4,-4.3,.,.,1.5,-3.2
CCOCC(=O)N1CCC(Cc2ccccc2)CC1,-1.8,.,0.3,-11.0,-2.3,5.4,0.1,-0.1,-0.7,.
CCc1nnc(NC(=O)CSc2nnc(-c3cc4ccccc4cc3O)n2CC)s1,.,-2.6,-0.9,-7.4,-11.5,.,6.7,-6.7,0.3,1.7
CC1Oc2ccccc2N(CC(=O)Nc2ccccc2F)C1=O (stereo not given),0.2,-2.2,0.3,6.4,4.1,8.7,30.0,-30.0,-2.6,0.7
COc1cc(OC)cc(C(=O)NCc2ccc3[nH]c(C)cc3c2)c1,-0.2,1.0,1.9,-14.5,-5.4,-5.2,8.5,-8.5,0.6,1.3
O=C(CCC1CCCN(C(=O)c2cccnc2)C1)NCc1ccccc1F (stereo not given),0.1,3.8,-0.8,-8.4,-12.6,-1.0,-14.3,14.3,-8.2,-1.7
CCn1c(C(=O)N2CCc3ccccc3C2)cc2sccc21,1.0,-0.9,0.7,13.3,-9.2,10.3,-15.9,15.9,16.8,-2.9
C=CCn1c(=O)/c(=C\c2ccccn2)s/c1=C(/C#N)C(=O)NCC1CCCO1 (stereo not given),-0.1,3.2,-3.1,-12.9,-7.6,6.7,-20.6,20.6,-2.5,1.7
CCCNC(=O)NC(=O)COC(=O)CC(NC(N)=O)c1ccc(Cl)cc1 (stereo not given),-1.7,0.6,-2.0,-6.2,2.4,-4.1,-18.7,18.7,3.8,-6.7
COC(=O)C1=C(C)NC(=O)NC1c1cc(Cl)ccc1OC (stereo not given),8.4,-4.8,-1.0,6.6,-3.4,.,-3.8,3.8,-1.3,-1.0
Cc1ccc(NC(=O)CN2C(=O)NC3(CCCCCCC3)C2=O)cc1C,-12.1,1.6,0.7,-14.1,-5.8,32.7,-0.5,0.5,-1.6,1.6
O=C(NCC1CCCO1)C(=O)N/N=C/c1ccc(OCc2ccccc2Cl)cc1 (stereo not given),1.7,-1.6,1.0,1.3,-1.0,48.7,.,.,-7.2,4.2

# Compound activity from PubChem BioAssay.
